Screening data as filed in PubChem BioAssay.
mcGAS lum: inhibitors of mouse cGAS; Q8C6L5; recombinant cGAS, Kinase-Glo ATP depletion luminescence; inhibition, % at 12.5 µM; 0.15% of 160,000 active; AID 1259399;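 further: 0% = negative control wells and 100% = reference inhibitor with no enzyme activity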
hcGAS lum: blocks human cGAS activity. Q8N884. recombinant h-cGAS, ATP depletion, Kinase-Glo luminescence. inhibition, % at 12.5 µM. 0.081% of 290,000 active. AID 1259398;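 further: 0% = vehicle reaction and 100% = reaction without DNA for no activity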
Target sequence (Q8N884 whole entry, looked up): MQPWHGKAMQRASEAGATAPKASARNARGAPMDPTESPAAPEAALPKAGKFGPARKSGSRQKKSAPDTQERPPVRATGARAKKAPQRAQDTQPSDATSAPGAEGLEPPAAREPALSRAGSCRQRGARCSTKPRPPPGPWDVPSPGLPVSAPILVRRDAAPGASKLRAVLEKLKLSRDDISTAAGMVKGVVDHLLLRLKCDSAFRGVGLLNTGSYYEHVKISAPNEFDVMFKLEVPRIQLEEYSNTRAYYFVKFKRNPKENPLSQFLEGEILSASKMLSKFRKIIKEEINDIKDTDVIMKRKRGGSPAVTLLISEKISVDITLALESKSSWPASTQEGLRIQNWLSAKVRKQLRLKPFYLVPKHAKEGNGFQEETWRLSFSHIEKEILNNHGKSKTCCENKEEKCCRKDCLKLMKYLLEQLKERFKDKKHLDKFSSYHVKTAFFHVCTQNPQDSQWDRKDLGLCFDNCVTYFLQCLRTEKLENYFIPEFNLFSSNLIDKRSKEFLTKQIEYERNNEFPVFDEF
NPYLR7 ag: activates Aedes aegypti NPYLR7 receptor; AID 1259423; activation, % at 10 µM; HEK293T NPYLR7/Galpha15, GCaMP6s calcium fluorescence; 0.15% of 270,000 active; in the data active means activation above about 40%;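 further: 0% = vehicle and 100% = reference agonist at the receptor; some compounds past the cut are filed as inactive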
Numbers without * were called inactive; . = no result given; & = joins results of further samples. Unless noted, no stated cut-off is given here; in the data, active means inhibition above about 40%; inactive means the rest.

(1) O=C(c1cccc2ccccc12)C1CCCN(C(=O)c2ccc3nccnc3c2)C1 (stereo not given)
(2) COC(=O)Cc1c(C)c2cc3c(c(C)c2oc1=O)OCN(CC(C)O)C3 (stereo not given)
(3) CN1C(=O)C(=Cc2ccc(-c3cc([N+](=O)[O-])ccc3O)o2)C(=O)N(C)C1=O
(4) CC(C)COCC(O)CNc1ccc(-n2nc(OCC(C)C)nc2-c2ccccc2F)cc1 (stereo not given)
(5) COCCCN(CC(=O)N(Cc1cccn1Cc1ccccc1Cl)CC(C)C)C(=O)C12CC3CC(CC(C3)C1)C2
(6) COc1ccc2c(c1)C1(SCCN1C(=O)c1ccc(Cl)cc1)C(=O)N2Cc1cccc(C#N)c1 (stereo not given)

Assay by compound	1	2	3	4	5	6
mcGAS lum	.	.	-7.1	-6.4	-6.6	-3.1
NPYLR7 ag	3.9	7.3	-12.5	-2.6	-0.2	7.4
hcGAS lum	0.0	-1.4	-5.3	-3.7	-9.4	-1.8

(7) CC(C)C(C)NC(=O)c1cc(Br)c2c(c1)OCCO2 (stereo not given)
(8) O=C(CC(c1ccccc1)c1ccccc1)NCCCOc1cccc([N+](=O)[O-])c1
(9) Cc1ncc(C(=O)N2CC[C@@](C)(O)[C@@H](Cc3ccccc3)C2)cn1
(10) OCc1nc(-c2sccc2Br)cs1
(11) CC(C)(C)c1ccc(CC(=O)N2CCC2(C)C(=O)O)cc1 (stereo not given)
(12) CCn1c(SCC(=O)Nc2cc(C)on2)nnc1C1CC1

Assay by compound	7	8	9	10	11	12
mcGAS lum	.	-4.7	.	.	.	.
NPYLR7 ag	-3.1	1.0	6.7	-5.5	3.5	0.7
hcGAS lum	-1.2	-6.5	-5.4	2.6	-4.1	-10.4

(13) CC(=O)Nc1ccc2nc(CN(C)Cc3noc(C)n3)ccc2c1
(14) Clc1ncnc2c1[nH]c1ccc(Br)cc12
(15) CCOCCC(=O)N1CCN(Cc2cccc(-c3noc(-c4cccc(C(F)(F)F)c4)n3)c2)CC1
(16) O=C(CC1CCCC1)N1CCN(S(=O)(=O)c2ccc(F)cc2F)CC1
(17) COc1ccc(C(=O)N2CCN(c3cc(C)cc(C)c3)C(=O)C2C)cc1 (stereo not given)
(18) CC1=CC[C@@H]2CN(C(=O)c3ccnc(-n4cnnc4)c3)C[C@@H]2C1

Assay by compound	13	14	15	16	17	18
mcGAS lum	-6.7	.	-6.1	.	-5.4	0.8
NPYLR7 ag	4.4	6.7	4.5	2.2	-8.2	-4.2
hcGAS lum	-2.1	-2.4	-6.5	2.2	-3.9	-0.8

(19) O=C(c1ccccc1-c1ncc[nH]1)N1CCCC(c2ccn[nH]2)C1 (stereo not given)
(20) CC1(C)C(c2ccc(Cl)cc2)=[N+]([O-])C2(CCCC/C2=N/O)N1O (stereo not given)
(21) CCn1c(O)c(C(C)=Nc2ccnn2C2CCCCC2)c(=O)n(CC)c1=S
(22) CC(=O)NCc1cccc(-c2ccc(-n3cccn3)cc2)c1
(23) CCc1nc2n(n1)C(=O)C(C(c1ccc(Cl)cc1)N1CCC(C)CC1)S2 (stereo not given)
(24) Cc1csc(NC(=O)CSc2ccc(-c3sc(-c4ccccc4)nc3C)nn2)n1

Assay by compound	19	20	21	22	23	24
mcGAS lum	.	.	.	-13.4	-9.4	-5.0
NPYLR7 ag	9.4	-15.1	9.6	.	7.1	-16.8
hcGAS lum	-5.1	-2.7	-6.0	-4.6	-11.0	-0.9

(25) COc1cccc(-c2nc3cc(C)ccn3c2Nc2c(C)cccc2C)c1
(26) COCCCNC(=O)c1cc(-c2ccc(Cl)cc2)n(-c2ccccc2OC)c1C
(27) COc1ccc(Cn2ccc3nc4ccn(N)c(=O)c4cc3c2=O)cc1
(28) CCOCCOc1nc(-c2cccs2)n(-c2ccc(NC(=O)COC)cc2)n1
(29) CNS(=O)(=O)c1ccc(CN2CCCC(CNC(C)=O)C2)cc1 (stereo not given)
(30) N#CCOc1ccc(-c2nnco2)cc1

Assay by compound	25	26	27	28	29	30
mcGAS lum	-6.1	-4.9	.	-6.0	-8.6	.
NPYLR7 ag	20.4	2.8	3.8	12.3	7.2	-2.9
hcGAS lum	-3.1	-2.9	-4.6	-6.5	-7.4	-4.7

(31) Cc1ccccc1Cn1nc(C2CC2)c2cnn(-c3ccccc3)c2c1=O
(32) CCn1c(CN2CCCC(C(=O)c3cccc(Cl)c3)C2)nc2ccccc21 (stereo not given)
(33) CCc1nc2n(n1)C(=O)C(C(c1ccc(C(C)C)cc1)N1CCN(C)CC1)S2 (stereo not given)
(34) CNC(=O)Cn1c(CO)cnc1SCC(=O)Nc1ccc(C)cc1
(35) CCC(C)n1c(C)cn2c3c(=O)n(Cc4ccc(Cl)cc4)c(=O)n(C)c3nc12 (stereo not given)
(36) COC(=O)Cn1c(SCCOc2ccc(C)cc2)nc2ccccc21

Assay by compound	31	32	33	34	35	36
mcGAS lum	.	.	-8.0	-8.5	-6.6	-5.2
NPYLR7 ag	1.8	-0.6	-4.7	4.4	4.9	0.3
hcGAS lum	-3.5	-1.9	-8.6	-5.9	-4.7	-5.2

Complete entries from above. Screens in order: mcGAS lum, NPYLR7 ag, hcGAS lum
Cc1ccccc1Cn1nc(C2CC2)c2cnn(-c3ccccc3)c2c1=O across the screens: ., 1.8, -3.5
COC(=O)Cn1c(SCCOc2ccc(C)cc2)nc2ccccc21 across the screens: -5.2, 0.3, -5.2

Some of the entries so far, field by field:
35) CCC(C)n1c(C)cn2c3c(=O)n(Cc4ccc(Cl)cc4)c(=O)n(C)c3nc12 (stereo not given)
  mcGAS lum: -6.6
  NPYLR7 ag: 4.9
  hcGAS lum: -4.7

36) COC(=O)Cn1c(SCCOc2ccc(C)cc2)nc2ccccc21
  mcGAS lum: -5.2
  NPYLR7 ag: 0.3
  hcGAS lum: -5.2

Additional results.
(37) CCOC(=O)CNC(=O)CSc1nc2c(cnn2CCO)c(=O)[nH]1
(38) Cc1ccccc1Cn1c(C(=O)N2CCN(S(=O)(=O)/C=C/c3ccccc3)C(C)C2)cc2ccsc21 (stereo not given)
(39) Cc1ccc(CC2(NC(=O)C(C)NS(C)(=O)=O)CC2)cc1 (stereo not given)
(40) COCCN1CCN(C(=O)c2ccc(-c3cc(-c4cccc(OC)c4)n[nH]3)cc2)CC1
(41) COc1ccc(-c2ccc(C(=O)N3CCCCC3C)s2)c(OC)c1OC (stereo not given)
(42) Cc1cc(N2CCN(c3cccc(C(F)(F)F)c3)CC2)nc(SCc2cccc(C(=O)NCc3ccco3)c2)n1

Assay by compound	37	38	39	40	41	42
mcGAS lum	.	-3.5	.	-4.1	-8.1	-6.7
NPYLR7 ag	5.9	.	18.7	7.0	0.8	10.2
hcGAS lum	-9.7	-0.9	-9.4	-4.0	-9.6	-12.6

Of the compounds above, these have bromine:
(7) CC(C)C(C)NC(=O)c1cc(Br)c2c(c1)OCCO2 (stereo not given)
(10) OCc1nc(-c2sccc2Br)cs1
(14) Clc1ncnc2c1[nH]c1ccc(Br)cc12

Assay by compound	7	10	14
mcGAS lum	.	.	.
NPYLR7 ag	-3.1	-5.5	6.7
hcGAS lum	-1.2	2.6	-2.4

(more compounds)
(43) Cc1c(C(=O)NCc2ccccc2)sc(=O)n1CC(=O)c1ccc(F)cc1
(44) COC(=O)Nc1ccc(CNc2nc3ccccc3s2)cc1
(45) COc1ccc(CCN(C)C(=O)CCCOc2ccccc2)cc1OC
(46) COc1cn(CC(=O)NC(C)C)c(CN2CCC(C)CC2)cc1=O
(47) Cc1c(C)c(C)c(S(=O)(=O)Nc2cc(Cl)ccc2C(=O)N(C)C)c(C)c1C
(48) CC1COCCN1c1nc(C2CC2)ns1 (stereo not given)

Assay by compound	43	44	45	46	47	48
mcGAS lum	.	-17.5	.	-7.7	.	.
NPYLR7 ag	8.0	4.8	-10.5	0.6	1.8	17.6
hcGAS lum	-8.7	-8.2	-2.9	-6.5	-5.4	-8.6

(49) CCC(C(=O)N1CCN(C(=O)c2cc(-c3cccc(OC)c3)n(-c3ccccc3F)c2C)CC1)c1ccccc1 (stereo not given)
(50) CC(C)CC(NC(=O)c1cn2ccsc2n1)c1nnc2n1CCNCC2 (stereo not given)
(51) CN(C)c1ccc(NC(=O)c2ccco2)cc1CN(Cc1cccc(F)c1)C(=O)c1ccccc1Cl
(52) CC(C)Oc1ccc(N(Cc2ccccc2)C(=O)c2ccccc2)cn1
(53) CCN(C)c1ccc(CNc2nccnc2C#N)cc1F
(54) O=C(CSc1nnnn1-c1ccccc1)NCc1ccco1

Assay by compound	49	50	51	52	53	54
mcGAS lum	1.6	-16.0	0.2	.	.	-4.5
NPYLR7 ag	-1.8	10.8	-1.6	3.7	4.5	-6.4
hcGAS lum	2.4	-2.2	3.8	-5.5	-11.1	-4.9

(55) COc1cccc(NC(=O)NCCS(=O)(=O)c2c(C)n(C)c3ccccc23)c1
(56) CCC12CC3CC(O)(C1)CC(C(=O)NCCS(=O)(=O)CC)(C3)C2 (stereo not given)
(57) O=C(NCc1ccccc1)c1c(O)nc2sccn2c1=O
(58) O=C(c1cc(-c2ccncc2)n[nH]1)N1CCCC(CCc2ccccc2)C1 (stereo not given)
(59) CCOCCOc1nc(-c2ccccc2C)n(-c2cccc(NC(=O)c3ccc(F)cc3)c2)n1
(60) COc1ccc(C2CC(c3ccccc3Cl)=NN2C(=O)CN2CCCC2)cc1 (stereo not given)

Assay by compound	55	56	57	58	59	60
mcGAS lum	.	.	1.7	-8.7	-2.7	-5.8
NPYLR7 ag	3.9	-3.2	-1.2	-0.5	-19.9	-0.8
hcGAS lum	-5.1	-5.6	-0.2	-6.5	0.5	-4.4

(61) Cc1cc(C)c(NC(=O)CN(C)C(=O)CCc2ncc(-c3ccc(F)cc3F)o2)c(C)c1
(62) CCN1CCN(S(=O)(=O)c2nn(Cc3ccccc3C)cc2C(=O)O)CC1
(63) Fc1ccc(Cc2nc(CSc3ccc(C(F)(F)F)cn3)cs2)c(Cl)c1
(64) CCOC(=O)N1CCC(NC(=O)CN2C(=O)C(c3ccccc3)NC(=O)c3ccccc32)CC1 (stereo not given)
(65) Cc1noc(C(C)Sc2n[nH]c(C3CCCC3)n2)n1 (stereo not given)
(66) CCc1ncc(C(=O)N(C)Cc2n[nH]c3c2CCCC3)cn1

Assay by compound	61	62	63	64	65	66
mcGAS lum	.	.	-5.1	.	0.0	.
NPYLR7 ag	0.8	-4.9	26.0	-0.5	-11.0	8.1
hcGAS lum	-5.4	-4.6	-8.3	-6.0	5.5	-2.2

(67) Nc1[nH]n(-c2ccccc2)c(=O)c1N=Nc1cc2c(cc1[N+](=O)[O-])OCCO2
(68) CCOC(=O)[C@H]1[C@@H](O)C(=O)NC12CCN(S(=O)(=O)c1ccc(C(C)=O)cc1)CC2
(69) CC(=O)Cn1c(=O)c2c(nc3n2CC(C)CN3c2ccc(C)cc2)n(C)c1=O (stereo not given)
(70) Cc1ccc(Oc2ccccc2N)cc1
(71) S=C(Nc1ccccc1)NC12CC3CC(CC(C3)C1)C2
(72) COc1ccc(OC)c(-c2cccc(-c3ccc(NC(=O)c4ccc(C(F)(F)F)cc4F)cc3)n2)c1

Assay by compound	67	68	69	70	71	72
mcGAS lum	-4.7	-7.6	.	-8.9	.	-6.5
NPYLR7 ag	19.8	8.1	4.9	13.1	-8.5	-6.2
hcGAS lum	-3.1	-4.4	-0.4	-1.4	4.0	-7.1

(73) CCCn1c(SCC(=O)N(C2=CCCCC2)C2CC2)n[nH]c1=O
(74) CCC(C(=O)N(CC(=O)N(CCc1c[nH]c2ccccc12)Cc1ccccc1OC)C(C)C)c1ccccc1 (stereo not given)
(75) COC(=O)c1cc(OC)c(OC)cc1NC(=O)c1ccc(Br)o1
(76) CCn1nnc2c(N3CCN(S(=O)(=O)Cc4ccccc4)CC3)ncnc21
(77) Cc1cc(C(=O)N2CCC(n3cc(-c4ccccn4)nn3)CC2)c(C)o1
(78) CC(=O)NCC1CCCN(c2nc(C)c(CC(C)C)c(C)n2)C1 (stereo not given)

Assay by compound	73	74	75	76	77	78
mcGAS lum	.	1.0	-4.1	.	.	.
NPYLR7 ag	-3.1	-4.8	13.6	-1.4	4.2	-3.4&-1.4
hcGAS lum	-7.3	0.0	-17.4	1.4	-8.8	-10.0&-1.2

3 entries out of the list, arranged by length of the SMILES, smallest number first.
(75) COC(=O)c1cc(OC)c(OC)cc1NC(=O)c1ccc(Br)o1
(73) CCCn1c(SCC(=O)N(C2=CCCCC2)C2CC2)n[nH]c1=O
(74) CCC(C(=O)N(CC(=O)N(CCc1c[nH]c2ccccc12)Cc1ccccc1OC)C(C)C)c1ccccc1 (stereo not given)

Assay by compound	75	73	74
mcGAS lum	-4.1	.	1.0
NPYLR7 ag	13.6	-3.1	-4.8
hcGAS lum	-17.4	-7.3	0.0

(list continues)
(79) Cc1ccccc1OCC(=O)NCc1ccc(C)n1C
(80) Cc1cc(CNC(=O)C2CCCN(C(N)=O)C2)c2[nH]c(-c3ccccc3)c(C)c2c1 (stereo not given)
(81) CCc1nnc(NC(=O)CSc2c(C)cnc3c2c(=O)n(C)c(=O)n3C)s1
(82) C=CCSc1nnc(-c2cccc(OC)c2)n1-c1ccccc1
(83) COc1ccc(CN(CC(=O)N2CCN(c3cccc(C)c3)CC2)C2CC2)cc1
(84) COc1ccc(S(=O)(=O)NCCCn2nc(-c3cccs3)ccc2=O)cc1OC

Assay by compound	79	80	81	82	83	84
mcGAS lum	.	.	-7.1	.	.	.
NPYLR7 ag	1.0	8.6	6.5	-3.8	6.4	-2.7
hcGAS lum	-16.3	-10.2	-6.9	2.3	-1.9	1.3
